Assay outcomes (PubChem BioAssay)
PTEN del growth – PTEN-deleted cell growth suppression | HCT116 PTEN-null viability, CellTiter-Glo, 60 h; hits give low values | viability, % at 10 µM | 1.2% of 140,000 active | AID 827;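 active = viability at or below a set limit, 4 SD under the median of all tested compounds, cut at about 3.7% in these data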;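 also: PTEN knockout HCT116 line with beta catenin targeted HCT116 as companion control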
E-sel TNF inh – TNF alpha driven E-selectin expression inhibition. 0.71% of 120,000 active. HUVEC TNFa-induced E-selectin immunofluorescence, high content. inhibition, % at 2 µM;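 active = inhibition above the batch mean plus 3 SD, and confirmed as a hit on visual image review, cut at about 43% in these data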;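 also: 0% = TNF-stimulated DMSO wells and 100% = unstimulated control wells; not every result past the cut was called active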
MRP-1 activ – MRP-1 activation | H69AR cells + doxorubicin, viability rescue, CellTiter-Glo | 0.61% of 140,000 active | viability increase, % at 10 µM | AID 799;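 active = viability gain under doxorubicin at or above a set limit, the compound median plus 3 SD, cut at about 4.7% in these data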;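 also: MRP-1 overexpressing cells given doxorubicin 25 µM after compound pretreatment; 18-22 h compound pretreatment then 72 h with doxorubicin before readout; 0% = doxorubicin-only wells and 100% = vehicle-treated cells without doxorubicin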
BB579 growth dn – yeast BB579 growth reduction in restrictive medium | AID 804 | 0.51% of 140,000 active | S. cerevisiae BB579 growth, OD615, 48 h | inhibition, % at 10 µM;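 active = inhibition above a set limit, 3 SD over the mean compound inhibition, cut at about 44% in these data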; also: inactives centre near -24
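Material: Saccharomyces cerevisiae DeaD strain BB579, replicative lifespan model yeast; buffer or medium: CSMM-D restrictive synthetic medium containing dextrose (glucose); compound: 10 µM single dose, DMSO 0.25%; timing: 48 h compound exposure at 30 °C after 4 h preincubation; signal: turbidity as optical density at 615 nm; benchmarks: positive control amphotericin B 10 µg/mL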
HCT116 bCat-KO – beta-catenin-lacking colon tumor cell growth suppression; HCT116 beta-catenin knockout viability, CellTiter-Glo, 60 h; hits give low values; viability, % at 10 µM; 1.5% of 140,000 active; AID 818;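 active = viability at or under a set limit, the compound median less 4 SD, cut at about 6% in these data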;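 also: 0% = Hyamine 1622 control at 20 µM and 100% = untreated cell control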
Phagocyt inh – inhibitors of macrophage phagocytosis; 0.07% of 110,000 active; inhibition, % at 5 µM; J774A.1 macrophage IgG-bead phagocytosis, imaging;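 active = inhibition above the mean of the plate negative controls plus 5 SD, cut at about 13% in these data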;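 also: phagocytic index as fraction of beads internalized from green versus red external bead signal; plate controls were DMSO negative control for no effect and cytochalasin-D positive control for full effect; some results beyond the cut were filed as inactive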
NPY-Y2 antag – antagonists of human neuropeptide Y receptor Y2; P49146; NPY-Y2 expressing cells, antagonist mode; inhibition, % at 2.7 µM; 0.99% of 140,000 active; AID 793; in the data active = inhibition above about 17%;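 also: 0% = vehicle with agonist challenge and 100% = reference antagonist with challenge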
Target sequence (P49146 whole entry, looked up): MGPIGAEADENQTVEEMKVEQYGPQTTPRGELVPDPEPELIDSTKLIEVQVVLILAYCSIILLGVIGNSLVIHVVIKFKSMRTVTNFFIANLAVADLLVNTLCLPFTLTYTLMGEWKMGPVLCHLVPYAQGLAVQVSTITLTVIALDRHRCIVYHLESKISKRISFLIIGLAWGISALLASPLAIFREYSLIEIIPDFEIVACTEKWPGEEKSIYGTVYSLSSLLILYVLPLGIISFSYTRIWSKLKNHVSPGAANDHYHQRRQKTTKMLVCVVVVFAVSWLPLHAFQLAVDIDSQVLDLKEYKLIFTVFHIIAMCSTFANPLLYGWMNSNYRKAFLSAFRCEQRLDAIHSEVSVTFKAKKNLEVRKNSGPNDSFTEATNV
Yeast lifespan up – yeast lifespan extension; S. cerevisiae growth with nicotinamide, OD615; deaD strain in restrictive glucose medium; inhibition of the nicotinamide effect, % at 10 µM; AID 775; 0.68% of 130,000 active;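 active = inhibition above a set limit, placed 3 SD over the median of all compounds, cut at about 26% in these data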;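 also: 0% = nicotinamide-treated wells and 100% = cells grown without nicotinamide; some compounds called inactive have numbers as strong as hits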
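Test system: DeaD-strain S. cerevisiae / Buffer or medium: restrictive glucose medium / Also added: nicotinamide 1.5 mM / Doses: one concentration, 10 µM, DMSO 0.25% / Schedule: 48 h at 30 °C / Signal: OD615 measurement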
Measles CPE – protection of cells from measles virus; Measles virus-infected cells, CPE protection, absorbance; protection (pct of control), % at 4 µM; 1.5% of 140,000 active; in the data active = protection mostly above about 24%, no sharp cut-off; inactive = mostly below about 26%; also: some compounds called inactive have numbers as strong as hits
GALR2 antag – antagonists of human galanin receptor 2 (GALR2); O43603; GALR2-expressing cells, antagonist mode; inhibition, % at 4 µM; 0.39% of 140,000 active; AID 828; in the data active = inhibition above about 27%;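 also: cells stimulated with galanin 1-16 at roughly its EC80; 0% = agonist challenge control and 100% = basal control without agonist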
Target sequence (O43603 whole entry, looked up): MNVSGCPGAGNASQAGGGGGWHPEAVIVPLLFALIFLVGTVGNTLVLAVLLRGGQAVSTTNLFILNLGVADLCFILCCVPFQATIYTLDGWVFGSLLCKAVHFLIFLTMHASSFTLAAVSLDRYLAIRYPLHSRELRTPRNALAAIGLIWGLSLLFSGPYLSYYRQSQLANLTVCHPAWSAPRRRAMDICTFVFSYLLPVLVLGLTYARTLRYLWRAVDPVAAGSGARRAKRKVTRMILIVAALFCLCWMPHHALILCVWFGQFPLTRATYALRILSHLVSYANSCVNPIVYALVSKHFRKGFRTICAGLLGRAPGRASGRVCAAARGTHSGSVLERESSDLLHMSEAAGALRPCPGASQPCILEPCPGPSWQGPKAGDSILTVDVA
* = called active by the depositor; . = no result given; [ ] = another dose, or the depositor's remark.

Each structure is followed by: NPY-Y2 antag	Measles CPE	Yeast lifespan up	Phagocyt inh	PTEN del growth	HCT116 bCat-KO	MRP-1 activ	BB579 growth dn	E-sel TNF inh	GALR2 antag
- COCCn1c(SCC(=O)N2CC(=O)Nc3ccccc32)nc2ccccc21
    3	5	0	-6	90	94	-2.5	-30	-21	6
- CC(NC(=O)OC(C)(C)C)C(=O)Oc1ccc2ccc(=O)oc2c1 (stereo unspecified)
    0	8	-10	0	94	96	-0.8	-13	.	3
- C/C(=N/NC(=O)c1sc(NS(=O)(=O)c2ccccc2)nc1C)c1ccccc1
    1	5	-4	-6	96	90	-1.3	4	.	10
- COC(=O)c1sc(=S)n(-c2cc(F)ccc2F)c1N
    1	6	-4	.	102	94	-3.9	-14	-6	-2
- COc1ccc(-c2noc(Cc3ccc(Cl)cc3)n2)cc1OC
    12	5	-9	0	91	96	1.8	-18	.	-12
- Cc1cccc(NC(=O)C2(c3ccccc3)CC2(Cl)Cl)c1 (stereo unspecified)
    3	2	14	.	69	82	-3.0	-66	9	-11
- Cc1cccn2cc(CSc3nnc(Nc4ccc(C(C)C)cc4)s3)nc12
    2	13	-7	-7	92	92	-0.3	-8	.	2
- CC1(C)C(=O)C2(CCCCC2)C(=O)OC1c1ccc(O)cc1 (stereo unspecified)
    3	14	34	-1	96	99	0.8	-42	-39	-4
- Cc1ccc(CNC(=O)c2ccc(Cl)cc2[N+](=O)[O-])cc1
    -1	34	-7	.	101	106	0.5	-24	24	8
- CCOC(=O)c1sc(Nc2ccc(C)cc2C)nc1C
    1	26	-8	.	93	92	2.1	-42	1	3
- CSc1nc(-c2ccco2)cc(C(F)(F)F)c1C#N
    10	36	.	.	85	89	0.1	-4	-30	-4
- CN(C)S(=O)(=O)c1ccc(S(=O)(=O)N(Cc2ccco2)Cc2ccccc2Cl)cc1
    12	18	-5	.	80	76	-2.0	-99	-32	-1
- Cc1cc(C(=O)COC(=O)CNC(=O)c2ccco2)c(C)n1Cc1ccco1
    3	5	-1	6	95	100	-0.6	-14	0	-15
- O=C(N/N=C/c1ccco1)C1CC1
    2	20	2	4	100	103	1.6	-24	10	13
- O=C(c1cccc(F)c1)N1CCN(c2cccc(Cl)c2)CC1
    0	8	-6	11	24	23	-3.5	-18	16	1
- O=C(O)CC1S/C(=N/N=C/c2ccc(-c3ccccc3[N+](=O)[O-])o2)NC1=O (stereo unspecified)
    4	25	-21	-3	103	102	-2.7	5	.	3
- Cc1[nH]nc(SCC(=O)Nc2ccc(C#N)cc2)c1[N+](=O)[O-]
    0	8	1	-4	94	97	3.1	4	.	6
- CC(=O)OC1CCC2(C)C(COc3ccc4ccc(=O)oc4c3)C(C)(O)CCC2C1(C)C (stereo unspecified)
    16	8	5	-1	67	67	-4.6	-2	-14	-18
- CCOC(=O)c1cccc(NC(=O)C(NS(=O)(=O)c2ccc3c(c2)CCN3C(C)=O)C(C)C)c1 (stereo unspecified)
    2	23	-5	-2	97	98	-2.1	-9	-47	-5
- O=C(CCN1C(=O)COc2ccccc21)NCc1cccnc1
    0	6	0	.	101	93	-2.3	-24	2	1
- C=CCOC(=O)/C(=C/c1cccc2ccccc12)NC(=O)c1ccccc1
    11	13	9	-6	88	88	-1.3	-45	.	2
- CCn1nccc1C(=O)Nc1ccc(Cl)cc1Cl
    3	17	-24	0	75	77	1.0	-47	0	1
- O=C(Nc1ccc(Cl)cc1C(=O)NCCN1CCOCC1)c1ccco1
    3	3	-1	-1	93	89	-2.7	-1	-6	0
- O=C1CC(c2ccco2)c2ccc3ccccc3c2N1 (stereo unspecified)
    3	21	-9	-1	64	62	-1.2	-29	-5	-16
- COc1ccc(C(=O)Nn2c(SCC(=O)NCc3ccccc3)nc3ccccc3c2=O)cc1
    6	11	1	0	88	86	0.3	-16	9	-10
- CCOc1ccc(OCC)c(S(=O)(=O)NCCCN2CCOCC2)c1
    2	5	.	.	97	102	-1.3	-23	7	7
- COc1ccsc1C(=O)N1CCN(Cc2ccc3c(c2)OCO3)CC1
    -1	8	-6	-1	96	85	-0.7	2	10	-12
- CCOCCCNC(=O)c1cc(Sc2ccc(C)cc2)nc2ccccc12
    7	4	1	-10	77	79	-3.5	-25	-15	-12
- Cc1cc2c(ncn2Cc2ccccc2)c(NS(C)(=O)=O)c1C
    4	2	-4	0	89	85	-0.5	-8	-8	-9
- CC(=O)N/C(=C\c1ccc(F)cc1)C(=O)OC(C)C
    2	3	1	-1	107	96	-1.0	1	3	0
- O=C(/C=C1\NC2(CCCC2)Cc2ccccc21)C(=O)N/N=C/c1ccccc1O
    5	4	0	5	5	7	-1.3	-27	.	20
- COc1ccc(C/C(C)=N/NC(=S)Nc2ccc(C)c(C)c2)cc1
    1	20*	-5	7	85	87	0.0	-27	.	6
- CSc1ccc(CCNC(=O)CSc2ccsc2[N+](=O)[O-])cc1
    7	3	-3	.	88	92	-2.1	-51	-6	-1
- Oc1c(Br)cc(Br)cc1/C=N/N1CCN(Cc2ccccc2)CC1
    1	3	2	-6	92	88	-0.7	-6	.	4
- CCOC(=O)NC(NC(=S)Nc1ccc(OCC)cc1)C(Cl)(Cl)Cl (stereo unspecified)
    -2	25	10	29*[artifact]	98	92	-0.6	-19	.	12
- c1ccc(-c2noc(C34CC5CC(CC(C5)C3)C4)n2)nc1
    0	14	6	0	92	88	-3.1	-12	-19	1
- Cc1nnc(SCC(=O)Nc2c(Cl)cccc2Cl)[nH]c1=O
    1	4	-5	0	115	100	-1.8	-15	.	7
- Cc1ccc(C)c(N(CC(N)=O)S(C)(=O)=O)c1
    2	50*	-14	0	90	78	-0.1	-32	-11	10
- CCC(C)OC1OC(CO)C(O)C(O)C1NC(C)=O (stereo unspecified)
    2	24	5	-9	88	87	-2.0	-13	-34	-12
- Cc1ccc(C(=O)Oc2ccccc2N2C(=O)C3CCC(C)CC3C2=O)cc1 (stereo unspecified)
    3	15	-1	-1	93	81	-0.5	-81	2	-12

Random excerpt: three records from the list
Each structure is followed by: NPY-Y2 antag	Measles CPE	Yeast lifespan up	Phagocyt inh	PTEN del growth	HCT116 bCat-KO	MRP-1 activ	BB579 growth dn	E-sel TNF inh	GALR2 antag
- CC1(C)C(=O)C2(CCCCC2)C(=O)OC1c1ccc(O)cc1 (stereo unspecified)
    3	14	34	-1	96	99	0.8	-42	-39	-4
- CC(=O)OC1CCC2(C)C(COc3ccc4ccc(=O)oc4c3)C(C)(O)CCC2C1(C)C (stereo unspecified)
    16	8	5	-1	67	67	-4.6	-2	-14	-18
- Cc1ccc(C)c(N(CC(N)=O)S(C)(=O)=O)c1
    2	50*	-14	0	90	78	-0.1	-32	-11	10

(next part)
Each structure is followed by: NPY-Y2 antag	Measles CPE	Yeast lifespan up	Phagocyt inh	PTEN del growth	HCT116 bCat-KO	MRP-1 activ	BB579 growth dn	E-sel TNF inh	GALR2 antag
- CC1(C)CC(=O)c2cnc(NCC3CCCO3)nc2C1 (stereo unspecified)
    -1	30*	-4	-1	100	91	1.8	2	10	2
- Cc1cc2ncn(C3CC(=O)N(C)C3=O)c2cc1C (stereo unspecified)
    4	5	-2	1	105	102	-0.1	-14	-18	8
- COc1ccc(S(=O)(=O)N(Cc2ccc(OC)c(OC)c2)Cc2ccco2)cc1
    3	9	-1	-1	82	87	0.1	-31	.	3
- CC1CCC/C(=N\NC(=O)COc2ccc(Cl)cc2Cl)C1 (stereo unspecified)
    1	0	-14	.	101	94	-3.1	-4	-12	2
- COc1ccc(Cl)cc1NS(=O)(=O)c1cc(Cl)ccc1OC
    -2	10	-1	1	81	86	-3.4	-25	12	-20
- CCCC(=O)c1c(NC(C)C)cc(C)oc1=O
    -1	28	-11	0	88	93	-1.4	-57	-33	-4
- CCOC(=O)c1sc(Nc2nc3c(OC)cccc3s2)cc1C
    -2	10	-7	-14	53	53	-1.1	0	.	13
- Cc1ccc(C2=NC(C)(C)NC2=O)cc1
    2	18	-9	.	106	92	-0.5	-53	13	-5
- Cc1cc(C)nc(NC(=O)NS(=O)(=O)Nc2ccc(Br)cn2)n1
    5	9	-1	.	96	104	-0.5	-45	.	-6
- COc1ccc(C(=O)/C=C2/c3ccccc3CC(C)(C)N2C)cc1OC
    3	21	1	5	92	77	-3.3	5	.	1
- O=C(NCCc1ccccc1)C1CCN(S(=O)(=O)c2ccc(-n3cnnn3)cc2)CC1
    0	26	-3	-1	91	87	-2.0	6	-1	-6
- Cc1cc(C(=O)c2ccc(C(C)(C)C)cc2)c(NC(=O)CCl)s1
    1	5	-6	-5	1.3*	1.1*	-5.2	-21	.	-4
- O=C(NC1CCCCC1)C1CCCN(c2nnnn2-c2ccccc2)C1 (stereo unspecified)
    5	4	-2	-2	92	87	-0.2	-21	12	-8
- CCn1c(COc2ccc(Cl)c(C)c2)nnc1SCC(=O)N1CCCC1
    3	23	-4	.	73	81	2.7	-16	-3	-9
- N=c1n(Cc2ccccc2)c2ccccc2n1CC(O)c1ccco1 (stereo unspecified)
    6	11	-2	0	69	74	-4.5	-24	.	6
- Cc1nc(N2CCOCC2)c(C#N)c(C)c1Br
    3	4	-11	0	99	96	-0.5	-38	6	-6
- O=C(NNS(=O)(=O)c1ccc(Cl)cc1)c1cnn(-c2ccccc2)c1-n1cccc1
    4	21	-13	.	90	88	-2.1	-33	19	6
- Cc1ccccc1NC1=NC(=S)N(c2ccccc2)C12CCCCC2
    -1	7	8	-3	54	55	-2.3	-34	0	-12
- Nc1cc2ccccc2oc1=O
    4	7	-13	-1	110	103	-0.9	-32	36	2
- CN(C)S(=O)(=O)c1ccc(N2CCOCC2)c(C(=O)O)c1
    -1	18	-10	0	100	106	0.2	-18	6	7
- CCn1c(-c2cccnc2Cl)nc2ccccc21
    0	9	-10	0	90	95	-0.2	-40	-14	8
- COc1ccc(CNC2CCCCC2)cc1
    -1	8	9	-1	98	93	-1.3	-23	-1	15
- COC(=O)C1CCN(C(=O)CCC2CCCCC2)CC1
    0	9	-9	-1	112	109	0.9	-29	.	-6
- O=C(OCC(=O)c1ccccc1Cl)c1cnccn1
    -2	18	-6	-3	93	87	-2.1	-8	6	-5
- COCCOC(=O)c1c(C)oc2ccc(OC(=O)COc3c(F)c(F)c(F)c(F)c3F)cc12
    -1	6	-6	-2	99	107	-1.8	10	-25	-1
- Cc1ccc2cc(CN(Cc3ccco3)C(=O)c3cccs3)c(=O)[nH]c2c1
    5	8	-11	1	13	12	-4.9	-45	6	14
- O=C(CSCc1nc2ccccc2[nH]1)Nc1ccc(Oc2ccccc2)cc1
    2	9	-5	-5	77	76	-1.3	-11	-13	3
- COC(=O)c1c(C(=O)OC)c(-c2ccccc2)n2c1CCC2
    2	6	-6	.	100	83	-2.8	-38	-14	4
- Cc1ccc(C2CC(=O)c3cnc(NC(=O)c4ccco4)nc3C2)cc1 (stereo unspecified)
    4	2	1	8	95	95	-2.8	-13	-19	-19
- Cc1nc(NCc2ccccc2)[nH]c(=O)c1CCC(C)C
    0	5	-14	-1	91	81	-0.2	-59	-6	6
